# GlmU inhibition = inhibition of mycobacterial GlmU enzyme – biochemical, glucosamine-1-phosphate acetyltransferase (AID 1376); hit rate 0.25% among 220,000; inhibition, %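 (tested at 30 µM in the primary screen)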, or IC50 in µM where a hit was titrated; M. tuberculosis GlmU acetyltransferase enzyme assay; higher % means a stronger effect; in the data active = inhibition above about 13%; inconclusive = no clear call, values can overlap the other calls;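 also: 0% = complete reaction with vehicle and 100% = reaction without substrate; strong numbers were not always called active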
# RmlCD inh 1536 = M. tuberculosis RmlC/RmlD inhibition | P9WH09+P9WH11 | RmlC+RmlD coupled enzyme assay, percent inhibition; primary screen in compound mixtures | inhibition, % at 3.6 µM | hit rate 0.03% among 160,000 | AID 1533; in the data active = inhibition mostly above about 34%, no sharp cut-off; inconclusive = no clear call, values can overlap the other calls; inactive = mostly below about 22%; also: some results filed as inactive read as strong as hits
# Target sequence (P9WH09 whole entry, looked up): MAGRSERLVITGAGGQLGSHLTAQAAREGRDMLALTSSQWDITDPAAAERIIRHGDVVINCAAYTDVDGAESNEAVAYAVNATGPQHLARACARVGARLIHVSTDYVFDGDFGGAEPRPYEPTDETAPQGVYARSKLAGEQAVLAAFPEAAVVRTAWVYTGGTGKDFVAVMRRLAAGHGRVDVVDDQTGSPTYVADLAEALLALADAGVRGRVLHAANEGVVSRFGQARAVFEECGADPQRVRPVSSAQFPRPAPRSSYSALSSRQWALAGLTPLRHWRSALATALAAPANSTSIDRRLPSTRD
# Target sequence (P9WH11 whole entry, looked up): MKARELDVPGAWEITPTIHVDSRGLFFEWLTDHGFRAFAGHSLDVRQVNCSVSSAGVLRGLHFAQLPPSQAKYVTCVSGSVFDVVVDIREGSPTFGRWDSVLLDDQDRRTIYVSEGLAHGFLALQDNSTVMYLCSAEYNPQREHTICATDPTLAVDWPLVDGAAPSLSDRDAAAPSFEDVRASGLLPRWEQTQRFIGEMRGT
# Starred values were filed as active, the others as inactive; u = inconclusive; x = not tested or not shown.
# The line under a structure holds: GlmU inhibition	RmlCD inh 1536
> CCOC(=O)N1CCC(c2cc(=O)n3[nH]c(C)c(-c4ccc(F)cc4)c3n2)CC1
  x	7
> CCOc1ccc(/C(O)=C2/C(=O)C(=O)N(c3cc(C)on3)C2c2ccc(C(=O)OC)cc2)cc1 (stereo not drawn)
  -4.1%	x
> Cc1cc(N2CCN(C)CC2)nc2ccc(NC(=S)N3CCN(c4ccccn4)CC3)cc12
  0.5%	6
> C/C(=N\NC(=O)CNC(=O)C(c1ccccc1)c1ccccc1)c1ccc(C(C)(C)C)cc1
  -3.4%	-12
> CC(C)CC(COCc1ccc(Cl)cc1)N1CCN(C(=O)c2ccc(C(F)(F)F)cc2)CCC1=O (stereo not drawn)
  -5.8%	x
> COCCN1Cc2cccc(C(=O)Nc3ccc(S(=O)(=O)N4CCCCCC4)cc3)c2C1=O
  -2.2%	9
> Cc1cc(NS(=O)(=O)c2ccc(NC(=O)c3cnc4sccn4c3=O)cc2)nc(C)n1
  -3.6%	x
> CCCC(O)(CCC)C(=O)NN1CCCCC1
  -3.6%	-9
> CC/C(=N/NC(=O)CNc1ccc(Cl)cc1C)c1ccccc1
  1.6%	2
> CC(=O)c1c(-c2ccccc2)c2cc(Cl)ccc2[nH]c1=O
  -6.4%	12
> COc1cnc(-c2ccccc2)nc1Sc1ccccc1
  0.8%	6
> COc1cc(/C=C2\C(=O)NC(=O)N(c3ccc(C)cc3)C2=O)cc(OC)c1O
  -1.6%	-6
> CCCc1nc2ccccc2c(C(=O)OCC(=O)N2CCc3ccccc32)c1CC
  -5.0%	12
> Cc1ccc(-c2nnc(N3CCCCC3)c3ccccc23)cc1S(=O)(=O)NCC1CCCO1 (stereo not drawn)
  0.3%	4
> COC(=O)C(C)N(C(=O)c1cccc2ccccc12)c1c(C)cccc1C (stereo not drawn)
  5.6%	8
> O=c1[nH]c(=O)n(-c2ccccc2)c2c1C(C(F)(F)F)(C(F)(F)F)N=C(CCC1CCCCC1)N2
  6.8%	5
> Cc1occc1C(=O)Nc1cccc(Cn2cccn2)c1
  -3.2%	70
> O=c1c2ccccc2c(/C=N/c2ncn[nH]2)c(O)n1Cc1ccccc1
  3.3%	x
> O=C(CCC(=O)NCCCc1ccccc1)NCCCc1ccccc1
  -0.5%	5
> Cc1cc(Cl)ccc1NC(=O)CCC(=O)O
  -0.1%	-13

# Retrieved one by one from the entries so far:
# The line under a structure holds: GlmU inhibition	RmlCD inh 1536
> O=c1[nH]c(=O)n(-c2ccccc2)c2c1C(C(F)(F)F)(C(F)(F)F)N=C(CCC1CCCCC1)N2
  6.8%	5
> O=C(CCC(=O)NCCCc1ccccc1)NCCCc1ccccc1
  -0.5%	5

# Additional entries
# The line under a structure holds: GlmU inhibition	RmlCD inh 1536
> CC1(C)CC(=O)C2=C(C1)N=c1s/c(=C/c3ccc(F)c(F)c3)c(=O)n1C2c1ccc(F)cc1 (stereo not drawn)
  1.7%	22
> C/C(=N/Nc1ccc(Cl)cc1)c1cnnc(-c2ccccc2)n1
  -1.1%	4
> CC(C)NC(=O)NCCCCCCS(C)=O (stereo not drawn)
  -2.9%	10
> CC1=C(C(=O)NCc2ccco2)C2(CCC(C)CC2)OC1=O (stereo not drawn)
  6.5%	-7
> Cc1ccc(Nc2cc(C)nc3c(C)ccc([N+](=O)[O-])c23)cc1
  3.3%	0
> O=C(C1CCC1)N1CCC(c2nc3c(nnn3Cc3c(F)cccc3Cl)c(=O)[nH]2)CC1
  1.4%	9
> O=[N+]([O-])c1ccccc1/C=C/C=N/n1c(-c2ccccc2)n[nH]c1=S
  -2.9%	x
> CCCCC(=O)Nc1cc(OC)c(NC(=O)C2CCCCC2)cc1OC
  7.4%	-2
> Cc1cc(N)ccc1N=Nc1c(C)n(C)n(-c2ccccc2)c1=O
  3.1%	26
> COc1ccc(CC(=O)O/N=C(\N)c2ccc(C)cc2)cc1
  2.9%	5
> Cc1[nH][nH]c(=O)c1N=Nc1ccc(Cl)cc1
  5.3%	-10
> COc1ccc(CCNC(=O)c2c(N)no[n+]2[O-])cc1OC
  -2.6%	8
> Cc1ccc2occ(/C=N/O)c(=O)c2c1
  -1.1%	x
> Cc1ccc(C)c(CSc2nnc(CCN)o2)c1
  x	-12
> CCC(=O)Nc1nnc(Cc2ccccc2)s1
  5.7%	x
> CCOC(=O)C1CCN(C(=O)CN(c2ccc(OC)cc2)S(=O)(=O)c2c(C)nn(C)c2C)CC1
  0.8%	10
> CC1=C(C(=O)OC(C)(C)C)C(c2cccs2)NC(=O)N1 (stereo not drawn)
  -3.7%	13
> CN(C)S(=O)(=O)Oc1ccccc1C(=O)Nc1ccc(F)cc1
  3.5%	4
> O=C(CC(SCCO)c1ccc2c(c1)OCO2)c1ccco1 (stereo not drawn)
  0.1%	28
> CCOC(=O)CNC(=O)c1cn(C)c(=O)c2cc(OC)c(OC)cc12
  8.2%	x
> Cn1c(=O)c2ncn(CC(=O)NCCOc3ccccc3)c2n(C)c1=O
  -2.5%	-9
> CC(C)CNC(=O)COc1ncnc2sccc12
  0.0%	-38
> Cc1cc(C)nc(NC(=S)Nc2ccccc2)n1
  3.8%	x
> Cc1ccc(C(=O)C[n+]2cc(Br)cc(Br)c2)cc1
  -0.9%	56
> COC(=O)COc1ccc(S(=O)(=O)NCCC2=CCCCC2)cc1
  2.1%	12
> Cc1c(Cc2ccccc2)sc(NC(=O)/C=C/c2cccc3ccccc23)c1C(N)=O
  -0.5%	-5
> Cn1c(=O)c2c(SCCN3CCOCC3)nc(C3CCCC3)nc2n(C)c1=O
  7.0%	-1
> CCC(Sc1nc2n[nH]c(C)c2c(=N)n1-c1cccc(Cl)c1)C(=O)NCCOC (stereo not drawn)
  2.3%	-3
> CCSC1=C(C#N)C(c2cccs2)C(C(=O)OC)=C(C)N1 (stereo not drawn)
  -2.1%	x
> CCOc1ccc(-c2cc(C)[n+](CCN3CCOCC3)c(-c3ccc(OCC)cc3)c2)cc1
  4.4%	13

# Some of the entries so far, with bars between the fields:
SMILES | GlmU inhibition | RmlCD inh 1536
Cc1c(Cc2ccccc2)sc(NC(=O)/C=C/c2cccc3ccccc23)c1C(N)=O | -0.5% | -5
Cc1cc(C)nc(NC(=S)Nc2ccccc2)n1 | 3.8% | x
Cn1c(=O)c2c(SCCN3CCOCC3)nc(C3CCCC3)nc2n(C)c1=O | 7.0% | -1
CCOc1ccc(-c2cc(C)[n+](CCN3CCOCC3)c(-c3ccc(OCC)cc3)c2)cc1 | 4.4% | 13
CCSC1=C(C#N)C(c2cccs2)C(C(=O)OC)=C(C)N1 (stereo not drawn) | -2.1% | x
Cn1c(=O)c2ncn(CC(=O)NCCOc3ccccc3)c2n(C)c1=O | -2.5% | -9
COC(=O)COc1ccc(S(=O)(=O)NCCC2=CCCCC2)cc1 | 2.1% | 12

# (further entries)
# The line under a structure holds: GlmU inhibition	RmlCD inh 1536
> COC(=O)C(Sc1nc(C)cc(C)c1C#N)c1ccccc1 (stereo not drawn)
  3.1%	16
> CC(=O)NCCOc1nc(N2CCCCC2)nc(N2CCCCC2)n1
  -0.1%	4
> Cn1nc(C2CC2)cc1NC(=O)CC(CC(=O)O)c1ccccc1 (stereo not drawn)
  1.5%	x
> O=C(NCc1cccnc1)c1cc(Sc2ccccc2Cl)nc2ccccc12
  1.7%	5
> C=CCOC(=O)C(=O)/C=C/c1csc2ccccc12
  4.4%	x
> Cc1cc(C(=O)CSC(C)c2nc3ccccc3c(=O)[nH]2)c(C)n1C (stereo not drawn)
  x	11
> COc1ccc(CCn2c(O)c(C=Nc3ccc(F)cc3)c(=O)[nH]c2=O)cc1OC
  5.1%	2
> C/C(=N\N1CCCCC1)c1c(O)[nH]c(=O)[nH]c1=O
  0.1%	9
> Cc1cc(C)cc(N(CC(=O)NCC2CCCO2)C(=O)CCC(=O)Nc2cc(C)on2)c1 (stereo not drawn)
  x	-6
> CN1C(=O)/C(=C/c2coc3ccc(O)cc3c2=O)SC1=S
  2.7%	7
> O=C(Cn1cnc2ccccc2c1=O)Nc1ccccc1N1CCOCC1
  1.7%	-5
> O=C(Nc1cn(-c2ccccc2)nc1-c1ccc(F)cc1)c1ccccc1
  1.3%	5
> CC(CCc1ccccc1)NC(=O)CCN1N=C(c2ccccc2)CCC1=O (stereo not drawn)
  2.0%	9
> COCCOC(=O)C(CC(=O)O)NCc1ccco1 (stereo not drawn)
  -6.3%	13
> COc1ccc(OC)c(CN2CCCC(C(=O)c3ccccc3SC)C2)c1 (stereo not drawn)
  -0.8%	x
> N#CCC(=O)N/N=C/c1ccc(OCC(=O)Nc2ccc(F)cc2)cc1
  1.5%	4
> CSc1cccc(NS(=O)(=O)c2cccc3nsnc23)c1
  -1.7%	-11
> COc1cccc(CNC(=O)CC2C(=O)NCCN2Cc2ccoc2)c1OC (stereo not drawn)
  -5.0%	3
> O=C(Cc1ccccc1)Nc1ccc(F)cc1
  -9.5%	7
> CNCc1cn2cc(Cl)ccc2n1
  2.5%	7
> Cc1ccc(C2=NCCNC2=O)c(C)c1
  2.8%	14
> COc1ccc(-c2c[n+]3c(n2-c2ccccc2)CCCCC3)cc1
  -6.1%	u
> CN(C)C(=O)c1cn(-c2ccccc2)nc1-c1cc2ccccc2o1
  -0.6%	-9
> Cc1ccc(OCC(=O)Nc2ccccc2N2CCCC2)c(C)c1
  -0.1%	2
> COc1cc(OC)cc(C(=O)NC(=S)NCCc2ccccc2)c1
  3.6%	81
> COC(=O)c1sc(S(=O)(=O)Nc2ccc3cn[nH]c3c2)c(C(=O)OC)c1C
  0.2%	x
> O=C(Cc1ccccc1)Nc1ccccc1N1CCCC1
  -2.8%	8
> O=C(CCCN1C(=O)CCC1=O)Nc1cccc(C(F)(F)F)c1
  -3.6%	x
> COc1ccccc1NC(=O)N1CCCC1C(=O)Nc1nnc(C(C)C)s1 (stereo not drawn)
  2.0%	-7
> COCC(C)n1c(C)cc(C(=O)COC(=O)/C=C/c2cccc(F)c2)c1C (stereo not drawn)
  6.9%	1
> CC(C)N(C)C1CCN(C(=O)Nc2ccc(Cl)c(Cl)c2)CC1
  2.6%	-3
> CCC(C)NS(=O)(=O)c1ccc(NS(=O)(=O)c2ccc(F)cc2)cc1 (stereo not drawn)
  2.5%	x
> N#CC1=C(N)C(C#N)(C#N)C(c2ccncc2)C2CN(C(=O)OCc3ccccc3)CC=C12 (stereo not drawn)
  1.6%	x
> CC(=O)c1sc(N/N=C\c2ccccc2O)nc1C
  2.3%	5
> Cc1nn(-c2cccc(Cl)c2)c2nc(-c3ccncc3)cc(C(=O)N3CCOCC3)c12
  6.9%	28
> CC(C)NCC(O)COCCOc1ccc(Cl)cc1 (stereo not drawn)
  2.4%	-6
> CC1(C)Cc2noc(N)c2C(C)(C)N1OC(=O)c1ccccc1
  -1.6%	x
> CCn1c(P(C)(=O)O)nc2cc(NC(=O)c3ccccc3F)ccc21
  1.9%	-13
> CNC(=O)c1c(Cl)cnn1-c1ccc(C)cc1
  0.3%	-16
> O=C(CC1c2ccccc2Oc2ccccc21)Nc1ccccc1F
  0.5%	2
> COc1cccc(C2C(C#N)=C(N)Oc3c2oc(CO)cc3=O)c1 (stereo not drawn)
  -3.7%	-11
> Fc1ccc(-c2ccc(/C=N\n3cnnc3)o2)cc1Cl
  0.6%	-8
> COc1ccc(-c2cc(C(=O)N3CCN(c4ccccc4)CC3)c3ccccc3n2)cc1
  0.4%	-11
> COCCCNc1nc2nonc2nc1N(C)CC1CCCN1C (stereo not drawn)
  -1.2%	-5
> COc1ccc(CCNC(=O)c2cc(-c3ccccc3)on2)cc1OC
  3.7%	12
> COC(=O)C1=C(C)N(CCCC(=O)O)C(=O)NC1c1cccc(Cl)c1Cl (stereo not drawn)
  3.1%	x
> CCCc1cc(=O)[nH]c(Nc2ccc(N3CCCCC3)cc2)n1
  -6.9%	-8
> CNc1nc(C)c(C(C)(C)C)s1
  4.9%	-2
> O=C(c1ccc(-n2cccc2)cc1)N1CCN(Cc2ccccc2)CC1
  0.5%	32
> Cc1ccccc1-n1c(C)cc(/C=C2/C(=O)NC(=O)N(Cc3ccco3)C2=O)c1C
  -4.2%	13

# The list continues:
# The line under a structure holds: GlmU inhibition	RmlCD inh 1536
> COc1ccc(/C=C2\CCCC(C(=O)C(F)(F)F)=C2O)cc1OC
  -5.7%	-6
> CC12CN3CC(C)(CN(C1)C31CCOCC1)C2=O
  4.2%	-6
> CCn1cc(C(=O)c2ccccc2)c2ccccc21
  0.0%	x
> Cc1ccc(C(=O)NC(=S)Nc2cccc(NC(=O)c3ccccc3Cl)c2)cc1[N+](=O)[O-]
  -2.5%	x
> CCCn1cnc2c(c1=O)c1nc3ccccc3nc1n2Cc1ccccc1OC
  6.8%	x
> CCC(NC(=O)COc1ccc([N+](=O)[O-])cc1)c1ccccc1 (stereo not drawn)
  5.5%	x
> COc1ccc(-c2noc(-c3ccc(C)cc3)n2)cc1
  2.5%	x
> O=C(c1ccc(N2C(=O)CCC2=O)cc1)N1CCN(c2ccccc2)CC1
  -5.9%	-10
> COc1ccc(NC(=O)CCN2CCN(S(=O)(=O)c3cc(Cl)ccc3OC)CC2)cc1
  -0.4%	14
> COC(=O)Cc1cc(OC)c(OC)cc1S(=O)(=O)N(C)C
  -8.4%	-11
> CCOc1ccc(S(=O)(=O)NCc2ccc(Cl)cc2)c2cccnc12
  -3.6%	x
> CCCCC(=O)Nc1ccccc1N1CCN(c2ccccc2)CC1
  2.7%	2
> Cc1nn(C)cc1/C=N/O
  -0.9%	-5
> O=C(COC(=O)CC12CC3CC(CC(C3)C1)C2)Nc1cccnc1Cl
  0.9%	-9
> Clc1ccc(C2=C3CCCCn4c(-c5ccccc5)c[n+](c43)C2)cc1
  -9.4%	-6
> Nc1nc2n(n1)C(c1cccc(Br)c1)CC(c1ccc(F)cc1)N2 (stereo not drawn)
  -0.2%	-7

# Not all compounds are listed; rates above refer to the full screens.
